From PubChem BioAssay
ABCB1 block: ABCB1 efflux pump inhibitors, primary screen, cell-based, multiplex, flow cytometry, ABCG2 counter-screen. CCRF-Adr cells, JC-1 efflux. 190,000 compounds, 0.067% hits. AID 1326, 2008. inhibition, % at 6.6 µM. ATP-dependent translocase ABCB1 (Homo sapiens), P08183; in the data active = inhibition above about 40%;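 note: 0% = vehicle and 100% = reference inhibitor; higher value means more JC-1 retained so stronger ABCB1 efflux block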
RGS8-Gao: RGS8-Galphao binding modulators, primary screen, biochemical, multiplexed bead flow cytometry; response (percent of control binding), % at 10 µM; 220,000 compounds, 0.34% hits; AID 1423, 2008; Guanine nucleotide-binding protein G(o) subunit alpha (Homo sapiens), P09471; actives lie on both sides; in the data active = response below about 60% or above about 140%; inactive = in between;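 note: Galphao activated as the GDP aluminium fluoride complex binding bead-coupled RGS8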
Bcl-W Bim block: inhibitors of Bim binding to Bcl-W, primary screen, biochemical, multiplexed, bead-based flow cytometry; Bcl-2-like protein 2 (Homo sapiens), Q92843; Bim peptide-Bcl-W binding; inhibition, % at 10 µM; 190,000 compounds, 0.02% hits;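 note: 0% = bound tracer without compound and 100% = peptide blocker; higher means less fluorescent Bim peptide bound to Bcl-W beads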
Target sequence (Q92843 whole entry, looked up): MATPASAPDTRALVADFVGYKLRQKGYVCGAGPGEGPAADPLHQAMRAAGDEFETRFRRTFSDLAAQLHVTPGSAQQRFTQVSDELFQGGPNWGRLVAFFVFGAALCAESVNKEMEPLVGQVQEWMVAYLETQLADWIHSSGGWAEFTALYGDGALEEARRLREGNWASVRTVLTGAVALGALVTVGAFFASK
RGS4-Gao reg: modulators of RGS4 binding to Galphao, primary screen, biochemical, multiplexed bead flow cytometry; 220,000 compounds, 0.33% hits; Guanine nucleotide-binding protein G(o) subunit alpha (Homo sapiens), P09471; actives lie on both sides; binding response (% of control), % at 10 µM; in the data active = binding response below about 49% or above about 150%; inactive = in between;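 note: fluorescent Galphao activated with aluminum fluoride binding bead-coupled RGS4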
GSH bead fluor: compound fluorescence on glutathione beads, profiling panel, artefact control, biophysical, 488/530 nm, flow cytometry; 190,000 compounds, 0.25% hits; fluorescence (KMESF) at 10 µM; GSH beads flow cytometry, compound fluorescence 488/530 nm; stronger effect = higher value; in the data active = fluorescence above about 89;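 note: glutathione beads carrying GST-tagged Bcl family fusion proteins plus one bare bead set; values are compound well signal with DMSO vehicle wells as background; inactives centre near 16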
RGS7-Gao reg: RGS7-Galphao binding modulators, primary screen, biochemical, multiplexed bead flow cytometry. Guanine nucleotide-binding protein G(o) subunit alpha (Homo sapiens), P09471. actives lie on both sides. binding response (% of control), % at 10 µM. 220,000 compounds, 0.35% hits; in the data active = binding response below about 49% or above about 150%;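 note: fluorescent Galphao held in activated GDP-AlF4 state binding bead-coupled RGS7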
ABCG2 block: ABCG2 efflux pump inhibitors, primary screen, multiplex with ABCB1, IgMXP3 cells, flow cytometry; JC-1 efflux; inhibition, % at 6.6 µM; AID 1325, 2008; Broad substrate specificity ATP-binding cassette transporter ABCG2 (Homo sapiens), Q9UNQ0; 190,000 compounds, 0.1% hits;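 active = inhibition above 80%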;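 note: 0% = DMSO and 100% = nicardipine control wells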
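test system = two drug-resistant human cell lines, ABCG2 and ABCB1 | amount = 3 million cells/mL final, two lines in 1:1 ratio | reagent = JC-1 transporter substrate | doses = one concentration, 6.6 µM final | incubation = 10 min at 25 °C | signal = flow cytometric JC-1 green MFI at 530 nm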
Bim-Bcl-2: inhibitors of Bim-Bcl-2 binding, primary screen, biochemical, multiplexed, human Bcl-2 family; Apoptosis regulator Bcl-2 (Homo sapiens), P10415; Bead-based flow cytometry, Bim peptide-Bcl-2 binding; inhibition, % at 10 µM; 190,000 compounds, 0.06% hits; AID 950, 2007; in the data active = inhibition above about 40%;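 note: 0% = no compound wells with probe peptide and 100% = reference peptide inhibitor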
Target sequence (P10415 whole entry, looked up): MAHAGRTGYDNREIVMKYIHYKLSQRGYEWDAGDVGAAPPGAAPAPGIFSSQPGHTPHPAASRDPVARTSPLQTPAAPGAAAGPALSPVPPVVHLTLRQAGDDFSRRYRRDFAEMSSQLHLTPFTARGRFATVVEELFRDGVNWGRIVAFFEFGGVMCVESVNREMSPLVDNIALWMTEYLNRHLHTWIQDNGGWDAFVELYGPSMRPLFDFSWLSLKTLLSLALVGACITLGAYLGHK
Bim-Bfl-1: inhibitors of Bim binding to Bfl-1, primary screen, biochemical, multiplexed, bead-based flow cytometry; Bcl-2-related protein A1 (Homo sapiens), Q16548; Bim-Bfl-1 binding inhibition; inhibition, % at 10 µM; 190,000 compounds, 0.12% hits;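 note: 0% = wells without compound plus tracer and 100% = blocker peptide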
Bcl-XL Bim block: inhibitors of Bim-Bcl-XL binding, primary screen, biochemical, multiplexed, bead flow cytometry, human Bcl-XL; 190,000 compounds, 0.04% hits; inhibition, % at 10 µM; Bim peptide-Bcl-XL binding, fluorescence
Target sequence (Q07817 whole entry, looked up): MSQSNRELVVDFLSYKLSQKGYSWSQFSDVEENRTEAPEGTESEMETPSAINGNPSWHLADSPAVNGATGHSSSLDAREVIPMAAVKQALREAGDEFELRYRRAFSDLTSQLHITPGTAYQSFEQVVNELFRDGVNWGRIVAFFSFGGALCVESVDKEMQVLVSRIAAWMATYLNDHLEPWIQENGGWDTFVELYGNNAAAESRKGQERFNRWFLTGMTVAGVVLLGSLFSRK
Bcl-B Bim block: inhibitors of Bim-Bcl-B binding, primary screen, biochemical, multiplexed, human Bcl-2 family | bead-based flow cytometry, Bim peptide-Bcl-B binding | 190,000 compounds, 0.073% hits | inhibition, % at 10 µM | Bcl-2-like protein 10 (Homo sapiens), Q9HD36 | AID 951, 2007;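 note: 0% = tracer peptide without compound and 100% = reference inhibitor peptide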
Target sequence (Q9HD36 whole entry, looked up): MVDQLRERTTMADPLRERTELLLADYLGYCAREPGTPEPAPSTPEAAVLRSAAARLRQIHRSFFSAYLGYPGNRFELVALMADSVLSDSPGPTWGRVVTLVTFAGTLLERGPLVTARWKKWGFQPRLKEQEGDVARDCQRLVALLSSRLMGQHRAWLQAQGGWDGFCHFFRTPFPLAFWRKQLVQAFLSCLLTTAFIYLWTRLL
* marks the source's active call; other numbers are inactive results; nt = no result given; [ ] = remark or other dose. Cut-off read from the data, not from the text of the source, unless noted: active = inhibition above about 40%.

SMILES	ABCB1 block	RGS8-Gao	Bcl-W Bim block	RGS4-Gao reg	GSH bead fluor	RGS7-Gao reg	ABCG2 block	Bim-Bcl-2	Bim-Bfl-1	Bcl-XL Bim block	Bcl-B Bim block
CCC(=NCCCN(CC)CC)c1c(O)n(C2CCCCC2)c(=O)[nH]c1=O	0.4	110	0	108	14	112	2	1	0	1	-3
OC1(c2ccc(F)cc2)CC2CCC(C1)N2Cc1nnnn1C1CCCCC1 (centres undefined)	1.1	100	1	102	16	98	5	-1	0	-1	2
O=Cc1c(C(=O)O)n(Cc2ccc(Cl)cc2)c2ccccc12	-0.8	102	-6	106	24	104	-4	-10	-16	-9	-17
CCNC(=O)NC(=O)C(C)OC(=O)c1c(C)nn(Cc2ccccc2Cl)c1Cl (centres undefined)	3.0	104	-1	102	4	100	3	2	0	-3	-5
NP(=O)(Oc1ccc(Cl)cc1)Oc1ccc(Cl)cc1	2.4	102	-1	103	15	104	9	-2	-3	0	-2
Cc1ccc(-n2c(O)c(C=Nc3ccc(Br)cn3)c(=O)[nH]c2=O)cc1	0.5	107	-1	98	17	103	3	0	-9	0	-8
CCN(CC)CCN=C(C)c1c(O)n(-c2ccccc2OC)c(=O)[nH]c1=O	0.1	131	2	111	5	109	1	2	2	-1	-1
O=[N+]([O-])c1ccc(N2CCCCCC2)c2ncccc12	0.2	102	0	104	17	96	14	-2	-1	-1	-5
CSc1ccc(C(=O)C2CCCN(Cc3cccnc3)C2)cc1 (centres undefined)	1.6	101	-1	98	15	101	2	-7	-5	-4	-6
Cc1nn(Cc2ccccc2)c(C)c1C=C1C(=O)NC(=O)NC1=O	-1.0	102	-3	100	5	98	-5	6	-2	-3	0
S=P(Nn1cnnc1)(c1ccc(Br)cc1)c1ccc(Br)cc1	0.9	102	2	102	13	99	3	0	-5	1	-2
CC1(C)CC(=O)C(C=NCCN2CCN(C(=O)Cc3ccccc3)CC2)=C(O)C1	-2.7	107	-1	108	26	103	0	-9	-5	-5	-10
CC(C)NC(=O)c1ccc(N2CC3CC(C2)c2cccc(=O)n2C3)c([N+](=O)[O-])c1 (centres undefined)	0.1	98	0	101	19	98	1	-2	-2	-1	0
CN(C)/C=C(\C=[N+](C)C)c1[nH]ncc1[N+](=O)[O-]	0.8	105	-6	103	14	107	1	0	-1	-2	-7
CN1CCN(c2ccc(NC(=O)C(C)(C)C)cc2)CC1	0.0	102	-3	100	22	100	1	3	0	-2	0
O=c1[nH]c(=S)n(C2CC2)c(O)c1/C=N/N1CCOCC1	-0.3	98	-8	95	13	99	-2	-4	-14	-8	-9
CC1(C)CSC(Nc2ccc(F)c(Cl)c2)=N1	-0.1	105	0	104	253*	103	-1	-4	-12	11	-5
CNCC(C)c1ccccc1 (centres undefined)	0.1	105	1	104	13	108	0	6	6	0	1
O=C(CNC(=O)OCc1ccccc1)NCC(=O)Nc1ccc(Br)cc1C(=O)c1ccccc1	0.2	102	-1	101	9	100	-7	-10	-12	-6	-7
COc1ccc2c(c1OC)C(=O)OC2c1c(O)n(Cc2ccc(F)cc2)c(=O)[nH]c1=O (centres undefined)	-0.5	96	2	103	20	105	-11	-6	-13	-2	-4
Cc1cc(OCc2cc(C(=O)O)oc2C)c2c3c(c(=O)oc2c1)CCCC3	-0.1	99	-1	96	5	95	0	-3	-12	-3	-5
O=C(c1cnn2c(C(F)(F)F)cc(-c3ccccc3)nc12)N1CCC2(CC1)OCCO2	0.6	99	2	100	37	96	3	-4	-10	-5	-6
COc1ccccc1-n1c(-c2ccoc2)nc2ccccc2c1=O	0.0	93	-6	102	29	98	3	-12	-4	-7	-5
CCC(=O)c1cn(Cc2ccccc2C#N)c2ccccc12	3.0	100	0	101	24	99	4	-8	-11	-4	-5
CN(C)C(=O)Oc1ccc([N+](=O)[O-])cc1	0.3	94	0	91	12	88	1	-5	-5	0	-5

Just RGS4-Gao reg, for 3 of the compounds above:
Compound	RGS4-Gao reg
CN(C)/C=C(\C=[N+](C)C)c1[nH]ncc1[N+](=O)[O-]	103
CN1CCN(c2ccc(NC(=O)C(C)(C)C)cc2)CC1	100
O=c1[nH]c(=S)n(C2CC2)c(O)c1/C=N/N1CCOCC1	95

(further entries)
SMILES	ABCB1 block	RGS8-Gao	Bcl-W Bim block	RGS4-Gao reg	GSH bead fluor	RGS7-Gao reg	ABCG2 block	Bim-Bcl-2	Bim-Bfl-1	Bcl-XL Bim block	Bcl-B Bim block
Cc1nn(Cc2ccccc2Cl)c(C)c1C(=O)OCC(=O)NC1CCCC(C)C1C (centres undefined)	3.2	98	-3	95	8	98	5	-13	-7	-3	-3
CCN1CCN(c2ncnc3ccc(Br)cc23)CC1	0.5	102	0	102	33	98	2	-14	-12	-10	-9
Cc1c(N=Cc2c(O)n(Cc3ccccc3)c(=O)[nH]c2=O)c(=O)n(-c2ccccc2)n1C	0.4	97	-3	95	23	98	13	-1	-3	-3	-8
CSc1ccc(C(=O)C2CCCN(Cc3cc4ccccc4[nH]3)C2)cc1 (centres undefined)	2.8	97	-3	98	11	94	4	-4	-3	-4	-4
O=c1cccc2n1CC1CC2CN(Cc2c(F)cccc2Cl)C1 (centres undefined)	1.1	100	-4	103	7	99	3	0	-2	-4	-3
CN(C)C(=O)Oc1c(Cl)cc(Cl)c2ccccc12	0.7	98	-1	106	11	99	3	0	-1	0	0
O=[N+]([O-])c1ccc(N2CCCC2)c2ccncc12	0.8	100	0	101	7	103	7	0	-3	0	4
Cc1cc(N(CCCl)CCCl)ccc1/C=N/NC(=O)c1ccco1	0.4	99	0	101	25	98	1	-3	-4	1	-2
COc1ccc(NC(=S)NC(NC(=O)CF)C(Cl)(Cl)Cl)c([N+](=O)[O-])c1 (centres undefined)	-0.7	62	1	89	8	92	-2	2	5	-1	-5
CCCCN1C(=O)/C(=C/c2ccc(N3CCCCCC3)cc2)C(=O)NC1=S	-0.8	102	-6	100	11	99	-13	-14	-7	-7	-9
CCOC(=O)C1C(=O)NC2(C)CC1c1cc(OC)ccc1O2 (centres undefined)	0.7	98	-1	101	27	100	3	-9	-15	-7	-5
COc1cccc(C2(O)CCN(Cc3ccncc3)CC2)c1	0.5	100	5	99	20	96	1	0	0	2	3
O=C(CCN1CCOCC1)NCC(=O)Nc1ccc(Br)cc1C(=O)c1ccccc1	1.0	137	0	107	21	105	3	-2	0	-5	-2
O=C(c1ccc(Br)cc1)C12CN3CN(CN(C3)C1)C2	-0.6	99	-3	99	14	99	3	-3	-3	-1	-5
O=C(c1csc2c1CCCCC2)N1CCC2(CC1)OCCO2	0.0	102	0	98	29	101	-1	-10	-10	-3	-9
O=C(NCc1ccc(C(=O)N2CCC3(CC2)OCCO3)cc1)c1cccc(Br)c1	0.6	101	-3	99	21	100	0	-3	-1	-3	-3
COc1cc2c(cc1OC)-c1c3c(cc4c1[C@@H](C2)N(C)CC4)OCO3	1.0	101	-3	100	nt	99	1	0	1	2	-1
Clc1ccc2c(c1)C(c1ccccc1Cl)=NCc1nncn1-2	0.2	101	2	98	31	102	0	1	-1	1	2
Cc1ccc(Cl)cc1-n1c(O)c(C=NCCCN2CCOCC2)c(=O)[nH]c1=O	-0.2	130	0	114	6	108	-1	1	0	1	0
COc1ccc(C[C@@H]2c3cc(O)c(OC)cc3CCN2C)cc1O	0.0	100	-3	101	18	100	-6	0	-1	-2	-3
O=C(Cn1c2c(c(-c3ccccc3Cl)cc1=O)CCC2)N1CCC2(CC1)OCCO2	0.5	99	0	83	54	87	3	1	-2	-1	0
CN(C)CCN=Cc1c(O)n(Cc2ccco2)c(=O)[nH]c1=O	-0.3	105	-3	102	14	103	-1	-5	-5	-1	-4
CCN(CC)c1ccc(CN(C)CCc2ccc(OC)c(OC)c2)cc1	2.0	120	-3	108	33	108	2	-11	-17	-9	-12
N#Cc1cc2c(nc1SCC(=O)Nc1cc(Cl)cc(Cl)c1)C1CCN2CC1	0.2	103	-1	106	18	104	0	-3	0	0	1
FC(F)(F)c1ccccc1CN1CCN(Cc2ccccc2)CC1	0.1	103	-4	102	20	100	0	1	-1	-4	-1
SMILES	ABCB1 block	RGS8-Gao	Bcl-W Bim block	RGS4-Gao reg	GSH bead fluor	RGS7-Gao reg	ABCG2 block	Bim-Bcl-2	Bim-Bfl-1	Bcl-XL Bim block	Bcl-B Bim block
Cc1ccc(N2C(=O)NC(=O)/C(=C/c3ccc(OC(=O)c4cccs4)cc3)C2=O)cc1	-0.3	103	4	98	21	100	-1	7	5	0	2
Cc1cccc(N2C(=O)NC(=O)/C(=C\c3cccn3-c3ccc(Cl)cc3)C2=O)c1	0.7	89	2	129	12	233*[activator]	3	0	-3	-2	0
CC(C)OC(=O)Nc1ccc(N=C(N)N[N+](=O)[O-])cc1	1.3	102	-2	101	10	100	4	1	0	0	1
CCN(CC)CCCN=Cc1c(O)n(CCc2ccc(F)cc2)c(=O)[nH]c1=O	2.1	102	2	105	15	105	13	-8	-9	0	-7
O=[N+]([O-])c1cccc(C2N3CCCN23)c1 (centres undefined)	-0.1	102	1	104	9	103	-4	-4	-5	-2	0
COc1ccc2[nH]c(C)c(CCNCc3cc(OC)c(OC)c(OC)c3)c2c1	1.3	103	0	100	11	100	3	-4	-2	0	-1
Cc1c(C(=O)N2CCC3(CC2)OCCO3)oc2ccc(S(=O)(=O)N3CCOCC3)cc12	0.4	100	2	100	21	99	1	-7	-10	1	-2
COc1cc(N2CCOCC2)ccc1/C=C1\C(=O)NC(=O)N(C2CCCCC2)C1=O	-0.7	96	5	94	11	95	-3	3	4	9	5
Cc1nn(Cc2ccccc2)c(Cl)c1C(=O)OCC(=O)N1CCCC1	0.0	102	0	102	20	99	2	0	-6	-5	-3
Cc1cccnc1-n1c(-c2ccco2)nc2ccccc2c1=O	1.7	101	-1	100	12	93	9	-10	-11	-4	-8
CC(C)CC(=O)NC(Oc1ccc(Cl)cc1)C(Cl)(Cl)Cl (centres undefined)	0.5	99	-3	99	12	101	1	-4	-2	0	-3
CN(C)/C=C/C(=O)C(Cl)(Cl)Cl	1.6	104	0	106	11	108	21	-1	-2	-4	-3
FC(F)(F)c1cccc(N2CCNCC2)c1	nt	105	0	99	66	106	1	-7	-3	-2	-4
CN1C(=O)CN=C(c2ccccc2)c2cc([N+](=O)[O-])ccc21	nt	98	0	99	67	101	0	2	1	0	1
c1ccc2c(c1)CNc1ccccc1O2	0.3	100	0	100	46	101	1	-2	-10	-1	-2

The list is partial (hit frequency here may not be typical).
